# Growth percent in the NCI-60 one-dose screen (48 h, 10 µM unless noted): 100 = growth as untreated, 0 = no growth, -100 = all killed.
# A498: A498 renal cancer cells; actives 5.4% (n = 76,000); AID 1794774
# ACHN: ACHN renal cancer; AID 1794771; actives 4.9% (n = 81,000)
# CAKI-1: CAKI-1 renal cancer | actives 4.7% (n = 75,000) | AID 1794772
# DU-145: DU-145 prostate cancer; actives 4.2% (n = 81,000); AID 1794760
# RXF 393: RXF 393 renal cancer cells; actives 6.9% (n = 77,000); AID 1794773
# SN12C: SN12C renal cancer cells. actives 3.8% (n = 81,000)
# TK-10: TK-10 renal cancer cells. actives 3.9% (n = 81,000)
# UO-31: UO-31 renal cancer | actives 5.2% (n = 81,000)
# 786-0: 786-0 renal cancer cells; actives 5.1% (n = 81,000); AID 1794775
# * = called active by the depositor; / = no result given; & = joins results of further samples. Rule for the calls: active = growth percent below 10; inactive = the rest. Random draw from the library; overall some 11% were active at least once.
SMILES,A498,ACHN,CAKI-1,DU-145,RXF 393,SN12C,TK-10,UO-31,786-0
CCCCCCCCCCCCCCCCCC1=NC(C)(C)CN1C(C)(C)CO,79,-76*,-65*,/,-69*,12,-35*,-53*,-37*
O=C1c2ccccc2N2C(=O)CN(S(=O)(=O)c3ccccc3)CC23C=CC1O3 (stereo not given),103,106,/,110,123,111,95,84,112
C=CC(=O)N[C@H](CO)Cc1ccc(-c2cc(Cl)cc(Cl)c2)cc1,/,92,84,94,/,83,72,61,102
CCOC(=O)/C=C(/OC(=O)c1ccc(OC)cc1)c1ccccc1,/,93,82,122,104,92,113,79,99
COc1ccc(NC(N)=NCCCOc2ccc(F)cc2)cc1,/,89,94,48,104,80,87,87,89
NC(=O)Nc1ccc(S(=O)(=O)c2ccc(N)cc2)cc1,/,105,89,121,112,98,104,83,96
Fc1ccc(Cc2cnc(Nc3ccc(F)cc3)s2)cc1,74,95,66,108,98,95,85,72,89
COC(=O)/C=C1\SC(=Nc2cccc(Cl)c2)N(CCc2c[nH]c3ccccc23)C1=O,61,64,/,54,45,45,73,59,61
COc1ccc(-c2nc3ccccc3n3cccc23)cc1OC,75,69,87,100,88,69,92,64,95
N#C/C(=N\Nc1ccc(Cl)cc1)C(=O)C1CC1,43,69,49,74,85,41,53,/,40
O=[N+]([O-])c1cccc(-c2nc3sccn3c2-c2ccnc(NCCNS(=O)(=O)c3ccc(C(F)(F)F)cc3)n2)c1,37,22,30,48,56,33,58,17,60
CCCNC(=O)NS(=O)(=O)c1ccc(Cl)cc1,118,106&93,98&95,124&111,99&120,101&97,94,89&82,96&101

# Fetched one by one from the list above, 2 records:
SMILES,A498,ACHN,CAKI-1,DU-145,RXF 393,SN12C,TK-10,UO-31,786-0
CCCNC(=O)NS(=O)(=O)c1ccc(Cl)cc1,118,106&93,98&95,124&111,99&120,101&97,94,89&82,96&101
O=C1c2ccccc2N2C(=O)CN(S(=O)(=O)c3ccccc3)CC23C=CC1O3 (stereo not given),103,106,/,110,123,111,95,84,112

# Later entries:
SMILES,A498,ACHN,CAKI-1,DU-145,RXF 393,SN12C,TK-10,UO-31,786-0
COc1cc(C2CC(c3cc(OC)c(OC)c(OC)c3)=NN2C=O)ccc1OCCN(C)C (stereo not given),99,101,/,110,100,107,/,83,104
N#CCCN(C(=O)Nc1ccccc1)C1CCCCC1,/,101,/,116,110,101,109,97,113
COc1ccc(/C=N/Nc2ncc(C(N)=O)c(N)n2)cc1,50,90,/,91,83,98,72,70,95
COc1cc(C2=NN(C(C)=O)C(c3cn(Cc4ccc(Cl)cc4)c4ccccc34)C2)cc(OC)c1OC (stereo not given),72,69,37,89,/,58,91,40,94
NC(N)=N/N=C(/C[n+]1ccccc1)c1ccc([N+](=O)[O-])cc1,90,101,103,108,112,100,104,84,102
O=C(Cc1ccccc1)NC(c1ccc(Cl)cc1)c1c(O)ccc2ccccc12 (stereo not given),33,10,4.4*,34,-6.6*,15,17,-7.5*,26
C#CCOc1cccc(Nc2ncnc3c2ncn3C2CCN(C(=O)C=C)C2)c1 (stereo not given),75,94,76,103,87,87,86,66,86
CN1C(=O)NC(=C(Cl)Cl)/C1=N/S(=O)(=O)N1CCOCC1,97,110,107,114,112,103,114,88,116
COc1c(C)cnc(CSc2nc(-c3ccc(Cl)cc3)cn2-c2ccc(Cl)cc2)c1C,74,97,83,99,100,99,96,69,89
Cc1c(-c2cnc3ccc(Cl)cc3c2C(=O)O)nnn1-c1ccc(Cl)cc1,118,95,96,114,122,89,101,79,63
O=C1/C(=C/c2ccc(B(O)O)cc2F)Oc2cc(O)ccc21,104,110,93,110,109,97,108,71,105
CC1=C(C(=O)c2cnccn2)C(c2ccc([N+](=O)[O-])cc2)NC(=O)N1 (stereo not given),/,102,99,110,109,101,104,85,101
Cc1nc(N)[nH]c(=O)c1CCCNc1ccc(CCC2(CCl)OCCO2)cc1,83,96,84,119,122,90,108,76,105
Cc1ccc2nc(-c3ccc(-c4nnc(SCc5ccccc5)o4)cc3)[nH]c2c1,141,101,93,83,80,76,114,77,111
O=C(CCCCCCN1CC(=O)N2[C@@H](c3ccccc3)c3[nH]c4ccccc4c3C[C@H]2C1=O)NO,87,87,65,58,77,78,69,57,93
C[N+](C)(CC(=O)O)c1ccccc1,132,105,98,106,116,/,98,97,94
C/C(=N/NC(N)=O)c1ccccc1,100,106,104,105,102,111,111,90,96
CCOC(=O)CN(C)CC(=O)OCC,104,97,102,109,113,100,107,90,98
Cc1c2ncccc2nc2[nH]c3ccc(OCCN(C)C)cc3c12,80,11,63,22,35,14,31,19,25
CCN(CC)CCOc1ccc(C(=C(C)c2ccc(Cl)cc2)c2ccc(OCCN(CC)CC)cc2)cc1,7.7*,-88*,-96*,-36*,-74*,-84*,-87*,-93*,-98*
CCCCc1nc(Cl)c(C2CC(c3ccc(C(F)(F)F)cc3)=NN2C(C)=O)[nH]1 (stereo not given),81,96,/,96,88,90,117,78,96
O=C(Nc1ccc(Cl)c(Cl)c1)c1ccc(Nc2ccc(Cl)nn2)cc1,65,97,89,98,116,103,105,102,96
N#Cc1c(-c2ccc([N+](=O)[O-])cc2)cc(-c2cccc(OCC(=O)O)c2)[nH]c1=O,81,79,49,101,65,74,121,43,85
COc1ccc2cc(-c3nc4c(cnn4-c4ccc(Br)cc4)c(=O)[nH]3)c(OC)nc2c1,126,95,97,106,100,94,114,99,97
CCOC(=O)C(CCc1ccccn1)C(C)=O (stereo not given),94,102,91,109,/,99,96,99,101
CN(C)c1nc(NNC(=O)c2ccccc2)nc(N(C)C)n1,88,103,111,112,112,101,127,86,112
COc1ccc(-c2cc(-c3ccc(N4CCOCC4)cc3)n3c(n2)nc2ccccc23)cc1,65,102,94,101,107,99,104,91,100
c1ccc(C2=NC(c3ccccc3)CC2)cc1 (stereo not given),90,96,101,115,92,96,109,80,104
C=CCc1cc(C(=C/C)/C(=C/C)c2ccc(OC(C)=O)c(CC=C)c2)ccc1OC(C)=O,87,89,/,92,87,87,92,76,96
CCCC[n+]1ccc(SCC(=O)n2ccc3ccccc32)c2ccccc21,111,104,82,95,95,96,141,76,106
COc1cc(C=C2C(=O)N(C)C(=O)N(C)C2=O)cc(CN2CCCCC2)c1O,99,96,92,104,116,94,103,75,95
CN(C)c1ccc(/C=C/c2nc3ccccc3c(=O)n2CC(=O)Nc2ccc(Cl)cc2)cc1,76,43,53,37,/,76,83,87,28
Cc1ccc(I)c([N+](=O)[O-])c1,84,93,100,109,/,97,/,91,107
NC(=O)CC1(O)C=C(Br)C(=O)C(Br)=C1,/,-59*,-10*,105,-33*,117,17,-54*,71
CCOc1ccccc1/C=C1/SC(N2CCC(C)CC2)=NC1=O,98,97,114,98,119,93,111,81,/
N#Cc1c(Nc2ccccc2)nn2c(-c3ccc(Cl)cc3)c(-c3nc4ccccc4s3)c(N)nc12,/,94,92,109,98,98,120,80,98
COc1ccc(-c2nc3sccn3c2-c2ccnc(NCCCNS(=O)(=O)c3ccc(F)cc3)n2)cc1,/,2.1*,22,11,53,14,53,4.6*,36
CC1CCCC(C(=O)O)C1C(=O)O (stereo not given),96,105,97,114,95,/,94,93,94
COc1cc(/C=C/C(=O)CC(=O)/C=C/c2ccc(OC(=O)C3C4CC5CC(C4)CC3C5)c(OC)c2)ccc1OC(=O)C1C2CC3CC(C2)CC1C3 (stereo not given),109,144,100,120,110,108,97,/,104
O=C(O)c1ccc(-n2cc(CNc3cccc(Cl)c3)c(-c3ccc(F)cc3)n2)cc1,73,90,90,102,/,98,127,94,110
O=C(O)c1ccccc1C(=O)c1ccccc1,116,103,94,118,148,97,115,111,92
COC(=O)c1nc(=S)[nH]c(C(=O)OC)c1C(=O)c1ccc(Cl)c(Cl)c1,130,114,95,120,112,102,106,87,107
CCOC(=O)C(CCC(C)(C)C)(CCC(C)(C)C)C(=O)OCC,113,96,93,107,107,98,107,82,95
O=S(=O)(c1ccccc1)n1nccn1,/,99,94,109,113,102,94,89,95
Nc1nc(Nc2ccc(Cl)cc2)nn1S(=O)(=O)c1ccc(Oc2ccccc2)cc1,76,72,82,100,85,96,86,52,84
CCOC(=O)c1c(C)c(C(=O)OCC)n(C)c1C,84,96,/,99,/,104,78,81,93
O=C=NS(=O)(=O)O[C@@H]1C(=O)N(c2cc3c4ccccc4ccc3c3ccccc23)[C@H]1c1ccc(F)cn1,87,93,101,108,122,97,137,91,103
CC(C)N1CCOC1c1ccccc1 (stereo not given),108,106,114,127,118,95,101,85,93
CC(=O)Nc1nc(OC(C)=O)c(Cc2ccc(C)cc2)s1,67,104,102,110,104,106,78,89,101
c1ccc2c(Cn3cc(CSc4nc5ccccc5o4)nn3)cccc2c1,99,99,78,100,104,101,101,79,98
COc1ccc(C2=NN(C(=O)c3cc(OC)c(OC)c(OC)c3)C(c3ccc(Cl)cc3)C2)cc1OC (stereo not given),-1.7*,43,27,7.2*,23,40,25,34,23
CS(=O)(=O)Nc1cc(-c2ccc3ncc(C#N)c(NCc4cccc(F)c4)c3c2)cnc1Cl,-49*,10,4.5*,18,/,15,-11*,2.9*,11
O=C(Cn1cc(CO)nn1)Nc1nc2ccccc2s1,118,104,89,113,112,97,106,73,103
Cc1nnc(SCc2nc3sc4c(c3c(=O)[nH]2)CCCC4)[nH]c1=O,83,108,122,109,121,104,141,99,113
C/C=C/C=N/NC(=S)NCc1ccccc1,120,104,94,112,121,94,103,83,103
CCSc1nc2c([nH]1)c(=O)n(C)c(=O)n2C,/,104,96,111,102,107,111,/,103
Nc1ncnc2c1c(-c1ccc(Cl)cc1)nn2CC(=O)N1CCOCC1,80,100,98,108,118,99,108,81,95
CS(=O)(=O)c1nccc(-c2c(-c3ccc(F)c(OCCc4ccccc4)c3)nc3sccn23)n1,90,90,84,-88*,99,84,100,85,98
Cn1c(-c2ccccc2)c(/C=C/C2=[N+](C)c3ccccc3C2(C)C)c2ccccc21,3.0*,18,36,20,35,7.0*,3.1*,74,24
CC(=O)Nc1nnc2c3ccccc3n(C(C)=O)c2n1,110,102,113,98,/,97,130,100,173
CCn1cc(C(=O)N/N=C(\C)c2cccnc2)c(=O)c2ccc(C)nc21,89,92,85,101,108,77,106,83,92

# Given with bars between the fields: entries from further up
Molecule | A498 | ACHN | CAKI-1 | DU-145 | RXF 393 | SN12C | TK-10 | UO-31 | 786-0
CC(C)N1CCOC1c1ccccc1 (stereo not given) | 108 | 106 | 114 | 127 | 118 | 95 | 101 | 85 | 93
CC(=O)Nc1nc(OC(C)=O)c(Cc2ccc(C)cc2)s1 | 67 | 104 | 102 | 110 | 104 | 106 | 78 | 89 | 101
c1ccc2c(Cn3cc(CSc4nc5ccccc5o4)nn3)cccc2c1 | 99 | 99 | 78 | 100 | 104 | 101 | 101 | 79 | 98
COc1ccc(C2=NN(C(=O)c3cc(OC)c(OC)c(OC)c3)C(c3ccc(Cl)cc3)C2)cc1OC (stereo not given) | -1.7* | 43 | 27 | 7.2* | 23 | 40 | 25 | 34 | 23
CS(=O)(=O)Nc1cc(-c2ccc3ncc(C#N)c(NCc4cccc(F)c4)c3c2)cnc1Cl | -49* | 10 | 4.5* | 18 | / | 15 | -11* | 2.9* | 11
O=C(Cn1cc(CO)nn1)Nc1nc2ccccc2s1 | 118 | 104 | 89 | 113 | 112 | 97 | 106 | 73 | 103
Cc1nnc(SCc2nc3sc4c(c3c(=O)[nH]2)CCCC4)[nH]c1=O | 83 | 108 | 122 | 109 | 121 | 104 | 141 | 99 | 113
C/C=C/C=N/NC(=S)NCc1ccccc1 | 120 | 104 | 94 | 112 | 121 | 94 | 103 | 83 | 103
CCSc1nc2c([nH]1)c(=O)n(C)c(=O)n2C | / | 104 | 96 | 111 | 102 | 107 | 111 | / | 103
Nc1ncnc2c1c(-c1ccc(Cl)cc1)nn2CC(=O)N1CCOCC1 | 80 | 100 | 98 | 108 | 118 | 99 | 108 | 81 | 95
CS(=O)(=O)c1nccc(-c2c(-c3ccc(F)c(OCCc4ccccc4)c3)nc3sccn23)n1 | 90 | 90 | 84 | -88* | 99 | 84 | 100 | 85 | 98
Cn1c(-c2ccccc2)c(/C=C/C2=[N+](C)c3ccccc3C2(C)C)c2ccccc21 | 3.0* | 18 | 36 | 20 | 35 | 7.0* | 3.1* | 74 | 24
CC(=O)Nc1nnc2c3ccccc3n(C(C)=O)c2n1 | 110 | 102 | 113 | 98 | / | 97 | 130 | 100 | 173
CCn1cc(C(=O)N/N=C(\C)c2cccnc2)c(=O)c2ccc(C)nc21 | 89 | 92 | 85 | 101 | 108 | 77 | 106 | 83 | 92
